Tb PFK inh – blocks T. brucei phosphofructokinase; O15648; T. brucei PFK, ADP-Glo luminescence; Potency, µM (titrated, usually from 57.5 µM), for the others: at the highest dose activity, negative = inhibition, usual class: inhibitors; hit rate 0.17% among 330,000; AID 485367;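 note: potency is the fitted concentration of half-maximal effect; 0% = uninhibited 1x PFK enzyme wells and -100% = no-enzyme wells; nearly all actives have a fitted effect of over 60% in size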
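Luminescent ADP detection (ADP-Glo, two-step: ATP depletion then ADP-to-ATP conversion for luciferase) reported PFK activity after 45 min room-temperature reaction of 1.25 nM enzyme with 0.5 mM F6P and 0.1 mM ATP at pH 8.0.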
Giardia kill – Giardia lamblia killing; Giardia lamblia trophozoite viability; activity change, % at 7.66 µM, hits read low; hit rate 0.15% among 340,000; AID 540267; in the data active = activity change below about -80%; inconclusive = between about -30% and that limit;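 note: parasites exposed to compound for two days anaerobically before the ATP read; % is set by controls: 0 for no effect and ±100 for the full control effect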
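Trophozoite viability was measured as ATP-dependent luminescence, read 15-30 min after reagent addition. Before that, parasites at 100 cells/well were exposed to compounds for 48 h, anaerobically, at 37 deg C.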
Coupling enz – inhibits coupling enzyme system, counter-screen for aldolase hits; coupling enzyme system counterscreen, AmpLite Red fluorescence; activity change, negative = inhibition, % at 58.2 µM, hits read low; hit rate 0.67% among 290,000; in the data active = activity change below about -30%; note: % is set by controls: 0 for no effect and ±100 for the full control effect
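Counterscreen of the coupled detection system alone, without aldolase: glyceraldehyde-3-phosphate coupling enzymes plus AmpLite Red readout. Compounds at 57.5 uM final, 10 min RT preincubation, 20 min RT reaction, fluorescence 525/598 nm.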
Chronic BCR inh – blocks chronic active B-cell receptor signaling; ABC-DLBCL IkBa-CBG/CBR reporter, luminescence ratio, 4 h; hit rate 0.05% among 340,000; AID 493014; Potency, µM (titrated, usually from 46.1 µM), for the others: top-dose ratio change, negative = lower green/red ratio, usual class: inhibitors; active = well fitted inhibition curve with a large enough effect in the signal ratio, with a control signal flat, not every such curve was filed as active; inconclusive = small, poorly fitted or top-dose-only effect, or effect the other way, or a change in a side signal; the % refers to the signal ratio;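 note: potency is the fitted concentration of half-maximal effect; plate controls were basal doxycycline-induced cells for no effect and cells given 10 µM MG132 for full effect; MG132 reads +100%, hits lower the ratio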
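TMD8 human ABC-DLBCL cells with doxycycline-inducible IκBα–green luciferase fusion and unfused red luciferase, in 0.5% FBS medium; compounds up to 46 uM, 4 h at 37C. Green/red luminescence ratio, filter-overlap corrected, fitted to concentration-response curves.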
a7 integrin act – activates integrin-mediated alleviation for muscular dystrophy; alpha7betagal myoblasts, beta-gal FDG fluorescence, 48 h; Potency, µM (series often up to 38.3 µM), for the others: at the top dose activation, usual class: activators; hit rate 0.064% among 350,000; AID 624291;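 note: potency is the fitted concentration of half-maximal effect; 100% = response of the positive control SU9516; nearly all actives have a fitted effect of over 60% in size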
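Alpha7betagal+/- myoblasts (passage 13) were plated 16-24 hr, then exposed to compounds (1:260 dilution of DMSO stock) for 48 hours at 37C. After MPER lysis, β-galactosidase reporter activity was read as FDG fluorescence (ex 480/em 540) after 30 minutes.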
Menin-MLL TR inh – menin-MLL binding inhibition, Texas Red mutant peptide | O00255 | Menin + Texas Red MLL mutant peptide, fluorescence polarization | Potency, µM (highest dose often 61.6 µM), for inactives: at the highest dose FP activity change, negative = inhibition, hits mostly inhibitors | hit rate 0.23% among 270,000 | AID 1768; active = well fitted inhibition curve with a large enough effect in the polarisation, with a control signal flat, not every such curve was filed as active; inconclusive = small, poorly fitted or top-dose-only effect, or effect the other way, or a change in a side signal; inactive = no such curve, though single readings can be large or run the other way; the % refers to the polarisation; note: potency is the fitted concentration of half-maximal effect; % of control where 0% means no effect; many of its hits are not listed in these tables
GALK inhibitor – galactokinase (human) inhibition; P51570; AID 1868; hit rate 0.007% among 270,000; Potency, µM (series often up to 57.5 µM), without a hit: at the highest dose activity change, negative = inhibition, actives largely listed as inhibitors; Purified GALK, Kinase-Glo residual ATP luminescence; note: potency is the fitted concentration of half-maximal effect; % is set by controls: 0 for no effect and ±100 for the full control effect
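ATP-depletion format; final 35 uM ATP, 100 uM D-galactose, 5 nM enzyme; pH 8.0 HEPES/Mg2+ buffer; 60 min RT; luminescence read 10 min after detection reagent.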
PKM2 act – activators of human pyruvate kinase M2; purified PKM2, Kinase-Glo ATP luminescence, activation; response scale: 0% is enzyme alone, no compound; P14618; hit rate 0.34% among 260,000; Potency, µM (titrated, usually from 57.5 µM), without a hit: at the highest dose activation, most hits filed as activators; AID 1631; note: potency is the fitted concentration of half-maximal effect; % is set by controls: 0 for no effect and ±100 for the full control effect; nearly all actives have a fitted effect of over 55% in size
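Purified hPK-M2 (>95% pure) converted ADP (0.1 mM final) to ATP with 0.5 mM PEP in 50 mM imidazole pH7.2, KCl, MgCl2, Tween 20, BSA; 1 h at room temperature. ATP detected by Kinase-Glo luminescence.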
B2AR arrestin – recruits beta-arrestin to the human beta2-adrenergic receptor; P07550; beta-arrestin recruitment to beta2AR, cell-based reporter; Potency, µM (titrated, usually from 46.1 µM), without a hit: at the highest dose activation, hits mostly activators; hit rate 0.02% among 330,000; AID 492947;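 note: potency is the fitted concentration of half-maximal effect; 0% = DMSO controls and full agonism = EC100 isoproterenol or metaproterenol; nearly all actives have a fitted effect of over 65% in size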
S-ASM inh – blocks human secretory acid sphingomyelinase | P17405 | hit rate 0.006% among 340,000 | AID 504937 | placental ASM, HMU-PC fluorogenic substrate, 60 min | Potency, µM (titrated, usually from 57.5 µM), for inactives: at the top dose activity change, negative = inhibition, most hits filed as inhibitors; note: potency is the fitted concentration of half-maximal effect
Target sequence (P17405 47-631 limits assumed): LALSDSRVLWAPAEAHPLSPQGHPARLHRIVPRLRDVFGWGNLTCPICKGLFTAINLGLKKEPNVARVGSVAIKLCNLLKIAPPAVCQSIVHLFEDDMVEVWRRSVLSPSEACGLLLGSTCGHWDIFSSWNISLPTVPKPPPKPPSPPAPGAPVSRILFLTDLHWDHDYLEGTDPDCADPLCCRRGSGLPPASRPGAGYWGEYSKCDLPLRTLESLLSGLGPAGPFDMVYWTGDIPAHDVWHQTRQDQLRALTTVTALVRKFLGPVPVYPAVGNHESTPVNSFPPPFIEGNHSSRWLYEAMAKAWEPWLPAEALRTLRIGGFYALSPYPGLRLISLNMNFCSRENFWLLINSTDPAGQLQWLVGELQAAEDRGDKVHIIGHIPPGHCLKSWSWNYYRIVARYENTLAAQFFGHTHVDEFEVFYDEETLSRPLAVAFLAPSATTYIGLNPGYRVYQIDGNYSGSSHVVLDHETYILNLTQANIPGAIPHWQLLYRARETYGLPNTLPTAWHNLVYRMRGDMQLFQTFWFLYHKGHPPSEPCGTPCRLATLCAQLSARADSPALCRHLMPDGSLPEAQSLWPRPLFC
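HMU-PC0 cleavage (9 uM final) by human placental ASM, 60 min at 37 °C following 10 min compound exposure at RT; stopped at pH 10, fluorescence Ex 386/Em 447 nm.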
TSG101-PTAP inh – blocks PTAP/TSG101 interaction to inhibit HIV-1 budding. Q99816. Fluorescence polarization, FITC-PTAP peptide / Tsg101 binding. Potency, µM (highest dose often 115 µM), inactives show at the highest dose activity change, negative = inhibition, hits mostly inhibitors. 340,000 tested, under 10 active. AID 493005; active = well fitted inhibition curve with a large enough effect in the main read-out, with a control signal flat, not every such curve was filed as active; inconclusive = small, poorly fitted or top-dose-only effect, or effect the other way, or a change in a side signal; inactive = no such curve, though single readings can be large or run the other way; note: potency is the fitted concentration of half-maximal effect; % of control where 0% means no effect
Target sequence (Q99816 whole entry, looked up): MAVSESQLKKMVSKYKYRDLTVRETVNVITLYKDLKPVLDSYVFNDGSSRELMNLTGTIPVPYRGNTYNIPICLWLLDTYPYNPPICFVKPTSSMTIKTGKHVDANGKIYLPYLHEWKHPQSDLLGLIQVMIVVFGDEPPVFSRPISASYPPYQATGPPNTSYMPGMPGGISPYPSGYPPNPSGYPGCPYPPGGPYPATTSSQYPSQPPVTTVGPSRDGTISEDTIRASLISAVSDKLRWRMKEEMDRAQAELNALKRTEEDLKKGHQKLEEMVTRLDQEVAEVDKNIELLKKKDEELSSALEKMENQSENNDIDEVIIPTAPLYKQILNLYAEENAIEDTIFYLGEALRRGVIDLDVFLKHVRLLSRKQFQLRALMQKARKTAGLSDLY
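FP read-out: FITC-PTAP peptide, 50 nM final, binding Tsg101 binding domain, 10 uM final; 20 min, r.t.; 10 mM HEPES pH 7.5, 0.15 M NaCl, 0.01% Tween 20, 3 mM EDTA, 0.1 mM TCEP.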
* = called active by the depositor; ? = inconclusive; / = not tested or not shown; [ ] = remark or other dose. Unless noted, calls come from the whole dose curve; as a rule, active = well fitted curve in the direction sought with a large enough effect; inconclusive = small, poorly fitted or top-dose-only effect, or another doubt; inactive = no such curve, though single readings can be large; an effect the other way counts as inactive or inconclusive. The list is partial (hit frequency here may not be typical).

SMILES	Tb PFK inh	Giardia kill	Coupling enz	Chronic BCR inh	a7 integrin act	Menin-MLL TR inh	GALK inhibitor	PKM2 act	B2AR arrestin	S-ASM inh	TSG101-PTAP inh
COc1ccc(C(C)=O)cc1CN1C(=O)NC2(CCCCC2)C1=O	-3.9%	-21.5	1.4	0.8%	-11.1%	-11.3%	-3.4%	-2.8%	-0.8%	5.3%	-5.9%
O=C(CN(C1CCCCC1)S(=O)(=O)c1ccccc1)NCC1CCCO1 (stereo unspecified)	1.2%	-4.9	4.6	-4.2%	23.3%	-10.5%	15.3%	-3.2%	0.4%	-2.4%	-0.2%
CC(C)(C)OC(=O)CN1C(=O)S/C(=C\c2ccc(-c3cccc(C(=O)O)c3)o2)C1=O	1.6%	/	1.8	9.5%	/	?	-8.9%	7.9%	-0.8%	/	/
CCOC(=O)c1cc(S(=O)(=O)Nc2ccc(F)cc2F)cn1C	-9.1%	15.9	/	-12.1%	17.1%	/	6.2%	/	0.4%	1.0%	-1.7%
COc1cc(OC)nc(S(C)(=O)=O)n1	-5.0%	-10.4	0.3	4.0%	-5.1%	-7.0%	3.0%	4.2%	-0.1%	-3.4%	-4.0%
COc1ccc(NC(=O)CSc2ccccc2)cc1S(=O)(=O)N1CCOCC1	0.1%	-8.1	/	-0.9%	0.6%	/	6.3%	2.7%	0.6%	-0.3%	1.1%
O=[N+]([O-])c1ccc(N/N=C/c2sc(N3CCOCC3)nc2-c2ccccc2)c(S(=O)(=O)Nc2ccccc2Cl)c1	-1.6%	2.2	-4.7	-1.0%	-41.7%	?	-1.4%	-15.5%	-0.2%	?	15.2%
CC1(C(=O)OCC(=O)Nc2ccccc2)CC1(Cl)Cl (stereo unspecified)	-3.2%	2.2	-0.1	1.8%	23.8%	7.4%	-6.0%	0.0%	-1.6%	0.5%	-1.4%
COC(=O)COc1c(Cl)cc(C(c2c(C)[nH][nH]c2=O)c2c(C)[nH][nH]c2=O)cc1OC	-16.0%	-2.3	-2.0	?	22.7%	-22.7%	-1.6%	/	-0.1%	2.4%	-1.1%
O=C(COC(=O)c1ccc(S(=O)(=O)NCc2ccco2)cc1)NCc1ccc(F)cc1	0.2%	1.6	/	0.4%	-32.4%	/	/	/	-0.1%	-1.7%	-8.0%
COc1ccc(-c2cc(C(=O)N(C)Cc3cccc(OC)c3OC)c3ccccc3n2)cc1OC	-0.5%	8.9	1.8	?	-42.2%	/	0.5%	/	-0.2%	105.1%[activator]	0.1%
C/C(=N\Nc1cc(C)nc(-c2ccccc2O)n1)c1ccccc1	-1.0%	-19.3	-5.7	?	-4.8%	?	-2.1%	6.8%	-1.4%	-17.9%	1.1%
CC(C)(C)NC(=O)c1ccc(NC(=O)c2ccccc2-c2ccccc2C(=O)O)cc1	-0.2%	30.0	4.0	-1.3%	5.8%	16.3%	-3.4%	-5.9%	0.6%	2.7%	-8.4%
CC(C)CCc1noc(CN(CC2CCC2)CC2CCCO2)n1 (stereo unspecified)	0.6%	2.9	3.4	5.0%	?	/	-1.1%	5.7%	-0.8%	-0.5%	-0.2%
CC(=O)C1C(c2ccc(Cl)cc2)c2c(n[nH]c2C)CC1(C)O (stereo unspecified)	1.9%	8.1	6.6	1.6%	22.9%	3.1%	3.1%	0.2%	-0.1%	2.6%	-3.5%
O=C(Nc1nnc(-c2cccs2)o1)c1ccc(S(=O)(=O)N2CCOCC2)cc1	-1.1%	5.0	2.4	0.0%	-41.0%	0.6%	8.5%	-2.4%	0.1%	-0.1%	1.2%
O=C(Nc1nc(-c2ccccc2)cs1)C1CCCCN1S(=O)(=O)c1ccccc1 (stereo unspecified)	-0.7%	-9.4	-2.4	?	-44.6%[inhibitor]	-18.1%	-0.7%	-5.1%	-0.2%	-3.5%	-1.6%
O=C(CCCC(=O)NC1CCCCC1)Nc1ccc([N+](=O)[O-])cc1	0.7%	-11.7	-0.4	-2.2%	-56.8%[inhibitor]	5.9%	2.5%	-2.4%	-1.7%	-1.9%	-0.7%
Cc1ccc(-n2[nH]c(C)c(/C=N/c3cccc(C)n3)c2=O)cc1	2.1%	-11.1	-0.4	-8.1%	-9.0%	/	1.7%	-53.3%	-1.0%	-2.6%	-12.0%
CCCN(CC(=O)Nc1ccccc1C)C(=O)CCCOc1ccc(Br)cc1	-1.9%	-4.1	/	5.7%	4.0%	/	/	/	0.2%	-12.3%	-1.9%
COc1ccccc1NC(=O)CCc1nnc2ccc(N3CCCCC3)nn12	-0.8%	-8.3	/	-0.6%	-1.0%	/	-3.4%	/	-1.0%	0.5%	-2.4%
CCN(CC)CCCn1c2c(c(SCC(=O)Nc3cccc(C)c3C)nc1=O)CCC2	0.8%	-3.8	/	1.5%	-18.7%	/	/	/	0.2%	1.8%	-1.6%
COCCNC(=O)Cn1cnc2c(cnn2-c2ccc(OC)cc2)c1=O	3.0%	22.1	1.6	1.8%	3.2%	17.8%	-1.8%	/	0.0%	-0.5%	-0.5%
CCOC(=O)COc1c(Br)cc(/C=C2\SC(=O)N(CC(=O)N3CCCC3)C2=O)cc1OC	1.8%	11.5	2.5	-11.8%	-4.3%	-2.3%	1.6%	11.9%	3.6%	-0.9%	-4.9%
COc1ccc(Cl)cc1NC(=S)NCCc1ccc(S(N)(=O)=O)cc1	-1.1%	4.0	0.7	5.7%	23.3%	?	-1.3%	-1.0%	5.5%	-3.3%	-9.7%

(next part)
SMILES	Tb PFK inh	Giardia kill	Coupling enz	Chronic BCR inh	a7 integrin act	Menin-MLL TR inh	GALK inhibitor	PKM2 act	B2AR arrestin	S-ASM inh	TSG101-PTAP inh
N#CC1=C2SCN(Cc3ccco3)CN2C(=O)CC1c1cccc2ccccc12 (stereo unspecified)	-16.9%	7.4	-17.0	-4.0%	13.5%	?	0.3%	-11.8%	-0.7%	-9.6%	-0.3%
Cc1c(C(=O)OCC(=O)NCC2CCCO2)cccc1[N+](=O)[O-] (stereo unspecified)	-3.3%	-19.2	4.3	-2.0%	-26.8%	7.0%	12.2%	-0.3%	0.1%	5.6%	1.9%
Cc1ccccc1-n1c(SCc2c(C)noc2C)nnc1-c1cccnc1	1.0%	2.3	1.1	-0.3%	-24.7%	?	-0.2%	3.0%	0.0%	12.2%	?
CC(Nc1cc(C)cc(C)c1)=[N+](C)CCNS(=O)(=O)c1ccc(Cl)cc1	4.3%	-5.0	0.0	-0.1%	-28.3%	-22.7%	-3.9%	0.0%	-0.9%	-0.5%	-5.0%
Cc1nn(C(=O)CCC(=O)NCCc2ccccc2)c2ccccc12	-2.4%	-22.5	/	-14.6%	-18.7%	/	4.7%	/	-1.0%	3.9%	-3.8%
COc1c(S(=O)(=O)N2CCN(C(=O)c3ccco3)CC2)ccc(Cl)c1Cl	-2.3%	8.1	3.8	-6.4%	-25.0%	-0.5%	5.2%	12.1%	0.2%	0.7%	-7.9%
CCN(CC(=O)NCC1CCCO1)S(=O)(=O)c1ccc2ccccc2c1 (stereo unspecified)	0.5%	1.4	-0.9	-0.5%	11.2%	-9.4%	3.3%	5.9%	-0.9%	0.7%	-0.7%
Oc1cccc(C2c3[nH]c4ccccc4c3CCN2Cc2ccc3c(c2)CCO3)c1 (stereo unspecified)	4.5%	-13.3	-3.9	0.3%	-441.0%[inhibitor]	?	-1.8%	-0.4%	-0.2%	-2.9%	-0.1%
Cc1ccc(/C(O)=C2\C(=O)C(=O)N(c3cc(C)on3)C2c2cccc(Cl)c2)cc1 (stereo unspecified)	-1.6%[0.46 µM]	-2.4	12.7	4.9%	-17.6%	?	2.4%	-5.0%	0.4%	4.1%	-3.1%
Oc1cc2c(cc1C(c1ccc(Cl)c(Cl)c1)N1CCCC1)OCO2 (stereo unspecified)	21.3µM*	9.5	-23.6	3.3%	-36.8%	?	-0.1%	15.8%	-0.1%	-2.6%	0.1%
CC(/C=C/c1ccccc1)=N\Nc1nc2c(c(=O)[nH]c(=O)n2C)n1CCO	1.2%	4.4	-1.2	2.6%	41.1%	/	/	-3.7%	0.0%	-3.3%	-4.4%
Cc1ccc2c(c1)N(CC(=O)O)C(=O)CO2	0.9%	5.3	2.7	?	12.8%	-7.6%	-0.7%	-5.6%	-0.1%	4.2%	-8.0%
COc1cc(/C(C)=N/NC(=O)c2ccc(CSc3nncn3C)cc2)cc(OC)c1OC	-0.9%	22.2	3.3	2.1%	0.5%	-12.5%	6.3%	1.3%	0.1%	-3.4%	-3.0%
COc1cc(NC(=O)CSc2nnnn2-c2ccccc2)cc(OC)c1OC	/	5.5	0.3	/	1.4%	27.7%	-1.3%	0.6%	/	0.5%	0.2%
NCCCCCc1cn([C@@H](CO)C(=O)NCCCCCCCCCCC(=O)N2CCNCC2)nn1	-1.1%	17.2	/	5.3%	16.7%	/	/	/	0.0%	1.8%	-1.2%
